Platelet DG rel – modulates dense granule release in human platelets; human platelet-rich plasma, SFLLRN dense granule ATP release, luminescence; inhibition, %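 (compounds screened at 7.5 µM in platelet-rich plasma)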; actives 0.22% (n = 300,000);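 active = mean replicate score, as percent of positive control, at or above 50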
KCNK3 block – human KCNK3 channel inhibition, primary screen; B-score at 10 µM; CHO-KCNK3 thallium flux, FluxOR fluorescence; stronger effect = lower value; actives 0.84% (n = 340,000); O14649;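 active = B-score under library mean minus 4 SD, starting fluorescence ratio at most library mean plus 5 SD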;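 also: more negative B-score means stronger inhibition of thallium flux through KCNK3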
KCNK9 inh – human KCNK9 channel inhibition; B-score at 10 µM; actives 1.2% (n = 310,000); AID 488922; HEK293 KCNK9, FluxOR thallium flux fluorescence; stronger effect = lower value;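 active = ratio B-score over 3 SD below the library mean, with starting fluorescence within 5 SD of its mean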;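 also: negative B-score means less thallium flux so channel inhibition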
KCNQ1 pot – potentiates or activates the human KCNQ1 potassium channel. B-score at 10 µM. CHO-K1 KCNQ1, thallium flux FluxOR fluorescence; stronger effect = higher value. P51787. actives 0.35% (n = 310,000);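 active = fluorescence ratio B-score, a plate-corrected score, at least three library SD, with initial intensity B-score within 5 SD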
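System: Stable KCNQ1 CHO-K1 line | Incubation: 90 min dye loading and 20 min compound exposure, both at room temperature | Measure: Ratio B score | Medium: Assay buffer for compound exposure, DMSO matched across wells | Compound dosing: Single-concentration screen | Probe or stimulus: K+/Tl+ depolarizing stimulus | Measured by: Kinetic FluxOR fluorescence, 10 s baseline plus 110 s post-stimulus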
TRPC4 potent – allosterically enhances the mouse TRPC4 cation channel. B-score at 10 µM. HEK293 TRPC4beta/mu-opioid, DAMGO EC20, Fluo-4 Ca2+ flux; stronger effect = higher value. actives 0.42% (n = 310,000);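 active = B-score of calcium response area above 5 SD of library B-scores, with initial fluorescence ratio within 5 SD of library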;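 also: B-score of integrated fluorescence ratio over time as area under calcium response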
Target sequence (Q9QUQ5 whole entry, looked up): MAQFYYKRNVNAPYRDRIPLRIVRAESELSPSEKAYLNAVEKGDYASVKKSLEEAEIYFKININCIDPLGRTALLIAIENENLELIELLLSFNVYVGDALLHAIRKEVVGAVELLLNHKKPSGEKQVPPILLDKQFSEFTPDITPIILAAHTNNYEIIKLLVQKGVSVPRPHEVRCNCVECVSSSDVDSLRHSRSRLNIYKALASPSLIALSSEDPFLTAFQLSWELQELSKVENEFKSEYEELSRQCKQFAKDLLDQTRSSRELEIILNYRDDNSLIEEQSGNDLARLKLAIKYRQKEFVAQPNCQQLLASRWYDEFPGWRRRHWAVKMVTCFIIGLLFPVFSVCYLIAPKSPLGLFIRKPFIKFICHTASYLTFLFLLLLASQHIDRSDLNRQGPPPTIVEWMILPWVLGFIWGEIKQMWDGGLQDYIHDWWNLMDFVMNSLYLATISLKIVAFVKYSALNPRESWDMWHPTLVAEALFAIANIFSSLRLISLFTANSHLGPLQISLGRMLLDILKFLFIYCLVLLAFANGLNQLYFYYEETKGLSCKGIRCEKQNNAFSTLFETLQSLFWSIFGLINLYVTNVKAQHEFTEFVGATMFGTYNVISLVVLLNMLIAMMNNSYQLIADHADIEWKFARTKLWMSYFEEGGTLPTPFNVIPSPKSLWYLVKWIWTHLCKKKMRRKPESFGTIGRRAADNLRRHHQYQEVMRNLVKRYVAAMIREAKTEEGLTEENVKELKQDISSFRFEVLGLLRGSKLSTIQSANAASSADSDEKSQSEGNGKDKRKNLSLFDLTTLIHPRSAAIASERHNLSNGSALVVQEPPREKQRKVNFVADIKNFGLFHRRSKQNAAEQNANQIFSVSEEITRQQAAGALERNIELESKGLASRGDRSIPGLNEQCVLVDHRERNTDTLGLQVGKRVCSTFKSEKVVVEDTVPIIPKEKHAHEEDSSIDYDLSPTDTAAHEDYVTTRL
TRPC4 agonist – opens the mouse TRPC4 cation channel | Q9QUQ5 | HEK293 TRPC4beta/mu-opioid, Fluo4 calcium fluorescence; stronger effect = higher value | B-score at 10 µM | actives 0.49% (n = 310,000);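 active = B-score above 5 SD of library B-scores, and initial fluorescence ratio not above library mean plus 5 SD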;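 also: positive B-score marks a calcium rise read as TRPC4 activation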
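Technique: kinetic Fluo4 calcium fluorescence; Test system: TRPC4beta and mu-opioid receptor HEK293 stable cells; Measure: B-scored integrated calcium fluorescence ratio; Benchmarks: low control buffer alone, high control maximal DAMGO; Schedule: 45 min room-temperature Fluo4 loading, 110 s read.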
hERG protect – compounds protecting human hERG from proarrhythmic drug block | Q12809 | CHO-hERG, FluxOR thallium flux, dofetilide IC70 present | activation (rescue from dofetilide block), less the hit threshold, % at 10 µM | actives 0.51% (n = 310,000);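 active = activation above the mean of controls blocked by dofetilide plus 5 SD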;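 also: thallium influx through hERG after potassium depolarization seen as dye fluorescence rise; in these data hits start at about 4.7%; inactives centre near -7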
KCNQ1 inh – inhibitors of human KCNQ1 potassium channel | P51787 | CHO-K1 KCNQ1, FluxOR thallium flux fluorescence; stronger effect = higher value | B-score at 10 µM | actives 1.3% (n = 310,000);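 active = compounds whose thallium flux B-score, printed positive for inhibition, exceeds three library SD while starting fluorescence stays within three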;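 also: channel opened by potassium depolarization with thallium stimulus after 20 min compound exposure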
Dyrk1A ADPGlo – blocks rat Dyrk1A kinase activity. AID 504441. ADP-Glo luminescence, NFATc1 peptide. inhibition, % at 12.5 µM. actives 0.43% (n = 310,000); in the data active = inhibition above about 50%;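 also: plate controls were vehicle with enzyme for no effect and no enzyme for full effect; many of its hits are not listed in these tables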
TRPC4 inh – blocks the mouse TRPC4 cation channel | B-score at 10 µM | HEK293 TRPC4beta/mu-opioid, DAMGO-evoked Fluo4 calcium flux; stronger effect = lower value | Q9QUQ5 | AID 2247 | actives 0.39% (n = 300,000);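 active = B-score over 3 SD under the library average, no early fluorescence shift, positive overall ratio signal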
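Signal: kinetic Fluo4 fluorescence imaging of calcium influx. Material: stable TRPC4beta/mu-opioid receptor HEK293 cells. Probe or stimulus: DAMGO in two steps, submaximal then maximal.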
PolyA inhibitor – blocks polyadenylation in yeast reporter cells. S. cerevisiae SKY197-pL101 polyadenylation reporter, beta-gal luminescence; efflux-impaired pdr1/pdr3 knockout yeast; score 100 = 6 SD above DMSO. calls only at 12 µM. actives 0.02% (n = 300,000). AID 1875;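 active = lowest replicate activity score at least 50, where 100 means six control SD above control mean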;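 also: yeast exposed to compound for 9 h at 30 °C; higher score means more reporter readthrough which indicates perturbed polyadenylation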
* hit, by the source's call; i = inactive; . = not tested or not shown. Some of the compounds tested (hit frequency here may not be typical).

SMILES	Platelet DG rel	KCNK3 block	KCNK9 inh	KCNQ1 pot	TRPC4 potent	TRPC4 agonist	hERG protect	KCNQ1 inh	Dyrk1A ADPGlo	TRPC4 inh	PolyA inhibitor
O=c1cc(Nc2ccc3c(c2)OCCO3)[nH]c(=O)n1C1CCCCC1	11.7	i	i	i	i	i	-9.9	i	-1.2	i	i
CC(C)(C)c1ccc(C(=O)C2CCCN(C(=O)CN3CCCC3=O)C2)cc1 (stereo not given)	0.1	i	i	i	i	i	-12.2	i	0.1	i	i
CC(=O)Nc1cccc(-c2nnc(SCc3ccccc3C#N)n2C)c1	1.9	i	i	i	i	i	0.8	i	-1.1	i	i
CCC(Sc1ccccn1)C(=O)Nc1nnc(C)s1 (stereo not given)	-5.8	i	i	i	i	i	-8.0	i	-3.2	i	i
OC(COCC(F)(F)C(F)(F)C(F)(F)C(F)F)Cn1c2ccccc2c2ccccc21 (stereo not given)	-4.2	i	i	i	i	i	-6.8	i	5.3	i	i
COCCCNS(=O)(=O)c1cc2c3c(c1)C(C)C(=O)N3CCC2 (stereo not given)	5.4	i	i	i	i	i	-5.4	i	-6.6	i	i
CCOc1ccc(-c2cc3cc(OC)c(OC)cc3c(C)n2)cc1	-1.6	i	i	i	i	i	-8.4	i	-2.2	i	i
O=C(CSc1nnc(NCc2ccccc2)s1)NC1CCS(=O)(=O)C1 (stereo not given)	-13.8	i	i	i	i	i	-11.8	i	0.1	i	i
COc1cccc(/C(O)=C/C(=O)C(=O)Nc2ccc(S(=O)(=O)NC(C)=O)cc2)c1	-1.7	i	i	i	i	i	-3.3	i	3.7	i	i
CC1CCN(C(=O)c2cc3ccccc3c(=O)o2)CC1	-0.4	i	i	i	i	i	-9.0	i	4.7	i	i
Cc1ccc(NC(=O)CCN2C(=O)c3ccccc3C2=O)cc1C	2.7	i	i	i	i	i	-3.5	i	-3.9	i	i
CCN(CC)C(=O)N1CCc2ccccc21	0.7	i	i	i	i	i	-2.3	i	-1.7	i	i

Rewritten with two lines to a compound: entries from further up
Screens in order: Platelet DG rel, KCNK3 block, KCNK9 inh, KCNQ1 pot, TRPC4 potent, TRPC4 agonist, hERG protect, KCNQ1 inh, Dyrk1A ADPGlo, TRPC4 inh, PolyA inhibitor
- CCOc1ccc(-c2cc3cc(OC)c(OC)cc3c(C)n2)cc1
    -1.6, i, i, i, i, i, -8.4, i, -2.2, i, i
- COCCCNS(=O)(=O)c1cc2c3c(c1)C(C)C(=O)N3CCC2 (stereo not given)
    5.4, i, i, i, i, i, -5.4, i, -6.6, i, i

Remaining list, next part.
SMILES	Platelet DG rel	KCNK3 block	KCNK9 inh	KCNQ1 pot	TRPC4 potent	TRPC4 agonist	hERG protect	KCNQ1 inh	Dyrk1A ADPGlo	TRPC4 inh	PolyA inhibitor
COc1cccc(CN(C)Cc2nc(Cc3ccccc3Cl)no2)c1	0.8	i	i	i	i	i	-5.8	i	-2.2	i	i
Cc1[nH]c2ccccc2c1SCC(=O)NC1CCCCC1	2.1	i	i	i	i	i	-16.5	i	-0.3	i	i
CCOc1cc(/C=N/NC(=O)CSc2nnc(C)s2)ccc1OCc1ccccc1Cl	-18.1	i	i	i	i	i	-13.2	i	3.1	i	i
Cc1cccc(-n2ncc3c(N4CCCc5ccccc54)ncnc32)c1	4.5	i	i	i	i	i	-12.6	i	-2.7	i	i
COc1ccc(S(=O)(=O)Cc2ccc(C(=O)N3CCc4ccccc4C3)o2)cc1	-6.2	i	i	i	i	i	-4.5	i	-2.3	i	i
COc1cccc(CN(C)CC(=O)Nc2cccc(S(N)(=O)=O)c2)c1OC	5.5	i	i	i	i	i	1.6	i	-0.5	i	i
COc1cc2nc3c4ccccc4n(CC#N)c3nc2cc1OC	-0.8	.	i	i	i	i	-10.6	i	.	i	i
O=C(NC1CCCCC1)c1ccc(-c2cccc([N+](=O)[O-])c2)o1	-3.1	i	i	i	i	i	-7.3	i	2.1	i	i
CCSc1nnc(NC(=O)c2ccccc2C)s1	4.5	i	i	i	i	i	-3.2	i	1.2	i	i
COC(=O)c1ccccc1NC(=O)CSc1nnc(CNS(=O)(=O)c2ccc(C)cc2)n1C	1.7	i	i	i	i	i	-7.7	i	5.5	i	i
COc1ccc(Cc2nnc(NC(=O)Cc3cccs3)s2)cc1OC	-6.2	i	i	i	i	i	-3.7	i	-3.8	i	i
CCN(CC)c1ccc(C=Nc2cccnc2Cl)c(O)c1	1.9	i	i	i	i	i	-6.6	i	0.6	i	i
O=C(O)c1ccccc1C(=O)c1ccc(Oc2ccccc2)cc1	-14.4	i	i	i	i	i	-3.2	i	0.4	i	i
CCCCOc1ccc(/C=C/C(=O)Nc2ccc(C(N)=O)cc2)cc1	-3.0	i	i	i	i	i	-3.4	i	-1.6	i	i
Cc1nonc1C(=O)N/N=C/c1ccc(O)c(O)c1	67.0*	i	i	i	i	i	-9.4	i	15.2	i	i
N#Cc1ncc(-c2ccc3c(c2)OCCOCCOCCOCCO3)nc1C#N	2.2	i	i	i	i	i	-7.1	i	4.1	i	i
S=c1[nH]cc(-c2ccccc2)n1-c1ccccc1Cl	0.6	i	i	i	i	i	-2.7	i	-0.8	i	i
O=C(CSc1nnc(CNC(=O)c2ccccc2)o1)Nc1ccc2c(c1)OCCO2	2.6	i	i	i	i	i	-13.1	i	-1.8	i	i
COC(=O)c1ccc(S(=O)(=O)NC(C)(C)C)n1C	-1.3	i	i	i	i	i	0.2	i	19.9	i	i
c1ccc(C(c2ccccc2)N2CCN(c3ccc4ccccc4n3)CC2)cc1	-4.5	i	-7.76*	i	i	i	-10.0	i	1.8	i	i
CCCC(=O)Nc1ccc(NC(=O)c2cccc(OC)c2)cn1	0.1	i	i	i	i	i	-9.4	i	3.0	i	i
COC(=O)C1=C(C)N(CC(C)C)C(=O)/C1=C\c1cccs1	-1.0	i	i	i	i	i	-3.7	i	4.5	i	i
COc1ccc(NC(=O)c2sc3nc(C)cc(C)c3c2N)c(OC)c1	-0.5	i	i	i	i	i	-9.0	i	.	i	i
CC(=O)Nc1nc(C2COc3ccccc3O2)cs1 (stereo not given)	-6.3	i	i	i	i	i	-11.1	i	-1.2	i	i
CCNC(=S)NNC(=O)CCc1nc2cc(Cl)ccc2n(Cc2ccccc2)c1=O	-3.3	i	i	i	i	i	-9.0	i	2.4	i	i
CCC(C)(C)n1nnnc1C(c1ccc2ncccc2c1)N1CCN(c2ccc(O)cc2)CC1 (stereo not given)	-5.9	i	i	i	i	i	-11.2	i	2.4	i	i
Cc1ccc(Cn2c(NS(=O)(=O)c3ccccc3)nc3ccccc32)cc1	-11.4	i	i	i	i	i	-6.3	i	-17.7	i	i
CCCOc1ccc2oc(=O)c3c(c2c1)CCCN3C(=O)CN1CCN(c2ncccn2)CC1	-1.9	i	i	i	i	i	-13.5	i	-3.5	i	i
CC(=O)Nc1ccc2nc(-c3cccn3C)[nH]c2c1	-2.1	i	i	i	i	i	-4.3	i	9.0	i	i
CCOC(=O)C1=C(C)NC(=O)NC1c1ccccc1OCc1c(F)cccc1Cl (stereo not given)	1.0	i	i	i	i	i	-3.4	i	-0.4	i	i
COc1ccc(CNC(=O)c2onc(C)c2Cl)cc1	7.4	i	i	i	i	i	-8.0	i	-9.4	i	i
Cc1ccc(C(=O)COC(=O)c2ccc3c(c2)C(=O)N(c2cccc4ncccc24)C3=O)cc1	-12.9	i	i	i	i	i	-3.3	i	-2.2	i	.
Cc1ccc(-c2onc3ccc(Br)cc23)cc1	0.4	i	i	i	i	i	-3.2	i	.	i	i
COc1ccc(S(=O)(=O)N2CCC(C(=O)Nc3ccc(S(=O)(=O)N4CCCC4)cc3)CC2)cc1OC	6.3	i	i	i	i	i	-17.5	i	2.1	i	i
CNC(=S)N(CCO)Cc1cc2cc3c(cc2[nH]c1=O)OCCO3	1.5	i	i	i	i	i	-4.4	i	-9.3	i	i
CC(=O)c1ccc2c3c(cccc13)C(=O)N(CCc1ccccc1)C2=O	-1.3	i	i	i	i	i	-10.7	i	1.3	i	i
O=C(CSc1nnc2ncccn12)Nc1cccc2ccccc12	0.4	i	i	i	i	i	-6.7	i	2.3	i	i
CCCCc1nc2cc(C(=O)NCc3nccn3CC)ccc2o1	-3.4	i	i	i	i	i	-5.4	i	0.2	i	i
CCn1c(SCC(=O)NC(=O)Nc2ccc3c(c2)OCCO3)nnc1-c1cccs1	1.1	i	i	i	i	i	-16.5	i	2.0	i	i
Cc1ccc(-n2c(SCC(=O)N3Cc4ccccc4CC3C(=O)O)nnc2-c2cccnc2)c(C)c1 (stereo not given)	10.9	i	i	i	i	i	-8.1	i	-4.7	i	i
S=C1NCCc2ccccc2C1c1ccccc1Cl (stereo not given)	-0.5	i	i	i	i	i	-8.5	i	-2.3	i	i
O=C(NCc1ccc(Cl)c(Cl)c1)c1ccc2c(c1)OCO2	-0.8	i	i	i	i	i	-12.9	i	-7.0	i	i
CC(=O)Nc1ccc(S(=O)(=O)NCCC(=O)OCc2nnc(-c3ccccc3)o2)cc1	-0.6	i	i	i	i	i	-13.7	i	11.5	i	i
O=C(CCN1C(=O)c2ccccc2C1=O)NCc1ccco1	-9.0	i	i	i	i	i	-1.3	i	.	i	i
CCC(C)C(NC(=O)C(C)NC(=O)CNC(=O)OC(C)(C)C)C(N)=O (stereo not given)	-5.1	i	i	i	i	i	-2.8	i	-0.7	i	i
CC(C)(C)[C@@H]1C=C(C(N)=O)O[C@H](OCc2ccc(CO)cc2)C1	1.4	i	i	i	i	i	-4.9	i	-11.9	i	i
Cc1ccc(NS(=O)(=O)c2cc(C(=O)N(C)C)ccc2C)cc1C	3.1	i	i	i	i	i	-5.8	i	1.8	i	i
O=C(CCSCc1ccc(Cl)cc1)NCc1ccco1	3.7	i	i	i	i	i	-11.5	i	-6.5	i	i
O=C(Cc1ccc([N+](=O)[O-])cc1)N1CCc2ccccc2C1	0.4	i	i	i	i	i	-4.8	i	4.0	i	i
Cc1cccc(NC(=S)NNC(=O)c2ccc(Br)o2)c1	11.9	i	i	i	i	i	-9.8	i	1.9	i	i
O=C(CSc1nnc2ccccn12)NCCc1ccc(F)cc1	.	i	i	i	i	i	-6.3	i	.	i	.
COc1cc(NC(=O)CSc2nccc(C)n2)c(C(=O)O)cc1OC	-13.9	i	i	i	i	i	-2.4	i	-8.6	i	i
CCOC(=O)C1(C)NC(c2cccs2)C2C(=O)N(c3ccc(OC)cc3)C(=O)C21 (stereo not given)	-2.5	.	i	i	i	i	-12.4	i	.	i	i
